# TAAR1 antagonist: human TAAR1 antagonism. inhibition, % at 3 µM. 1.5% of 360,000 active. CHO RD-HGA16 TAAR1, Fluo-8 calcium fluorescence, antagonist;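 active means inhibition above a per-plate cutoff, the mean inhibition of test compounds on that plate plus 3 SD, cut at about 49% in these data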;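 further: 0% = DMSO plus EC80 beta-PEA response and 100% = DMSO alone without agonist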
# Target sequence (Q96RJ0 whole entry, looked up): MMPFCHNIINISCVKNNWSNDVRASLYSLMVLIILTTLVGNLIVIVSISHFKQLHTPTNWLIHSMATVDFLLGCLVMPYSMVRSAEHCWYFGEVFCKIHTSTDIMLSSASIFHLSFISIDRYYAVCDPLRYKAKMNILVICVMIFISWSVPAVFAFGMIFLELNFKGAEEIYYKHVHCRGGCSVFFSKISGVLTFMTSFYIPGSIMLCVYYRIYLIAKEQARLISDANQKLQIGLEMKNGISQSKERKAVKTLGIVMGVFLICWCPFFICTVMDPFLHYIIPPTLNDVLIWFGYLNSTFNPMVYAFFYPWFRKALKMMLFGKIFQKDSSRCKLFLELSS
#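 test system = CHO RD-HGA16 cells bearing hTAAR1 | replication = singlicate | controls = DMSO-only wells and EC80 β-PEA-stimulated wells | reagent = EC80 β-phenethylamine stimulus | read-out basis = percent inhibition of PEA-evoked calcium signal, max/basal emission ratio | schedule = seeding 17-24 h prior, 75-min 37 °C, 30-min RT dye loading | signal = kinetic Fluo-8 calcium fluorescence measurement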
# V1R ag counter: activates human V1a receptor in oxytocin agonist counter-screen; AID 2797; CHO-V1R cells, Fluo-8 calcium fluorescence, agonist mode; 0% DMSO, 100% 3 nM vasopressin; 0.25% of 320,000 active; activation, % at 3 µM; P37288;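 active means activation above the mean activation of all tested compounds plus 3 SD, per screening run, cut at about 20% in these data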;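 further: signal is peak over basal fluorescence ratio across a 100 second FLIPR read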
# Target sequence (P37288 whole entry, looked up): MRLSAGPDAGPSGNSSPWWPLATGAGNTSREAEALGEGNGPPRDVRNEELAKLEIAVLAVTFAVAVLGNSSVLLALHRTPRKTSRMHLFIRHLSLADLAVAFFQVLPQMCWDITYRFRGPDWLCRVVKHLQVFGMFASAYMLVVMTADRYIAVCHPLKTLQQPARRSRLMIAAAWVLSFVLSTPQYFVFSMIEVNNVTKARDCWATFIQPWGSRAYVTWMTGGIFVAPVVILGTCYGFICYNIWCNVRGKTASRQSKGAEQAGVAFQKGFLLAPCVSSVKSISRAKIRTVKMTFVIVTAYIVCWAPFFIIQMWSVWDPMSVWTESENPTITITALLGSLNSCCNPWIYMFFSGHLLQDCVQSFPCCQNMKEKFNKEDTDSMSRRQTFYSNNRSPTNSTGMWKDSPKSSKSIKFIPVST
# M1 ag: agonists of human M1 muscarinic receptor | P11229 | CHO-K1 hM1, Fluo-8 calcium fluorescence, agonist mode; 0% DMSO, 100% acetylcholine EC100 | activation, % at 3 µM | 0.33% of 360,000 active;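 active means activation above the run's mean compound activation plus 3 SD, cut at about 16% in these data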;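 further: peak over basal fluorescence ratio within a 140 s kinetic read after compound addition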
# M1 antag: human CHRM1 antagonism | CHO-K1 hM1, Fluo-8 calcium fluorescence, ACh EC80 antagonist | 1.3% of 360,000 active | AID 588852 | inhibition, % at 3 µM | P11229;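 active means percent inhibition above its own plate's cutoff, namely the mean of that plate's compound wells plus 3 SD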;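 further: peak over basal fluorescence ratio during 140 s after agonist addition; 0% = ACh EC80 plus DMSO and 100% = DMSO alone without agonist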
# CHRM1 PAM: potentiates human M1 receptor response to acetylcholine; P11229; CHO-K1 hM1, Fluo-8 calcium fluorescence, ACh EC20; 0% = ACh EC20, 100% = maximal ACh; activation, % at 3 µM; 0.088% of 360,000 active; AID 588819; in the data active means activation above about 19%, passing the limit was not always enough
# OXTR potentiate: human OXTR potentiation; P30559; CHO-OTR cells, Fluo-8 calcium fluorescence, potentiator mode; 0% = oxytocin EC15, 100% = EC100; activation, % at 3 µM; 0.061% of 320,000 active;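 active means activation above that plate's cutoff, the mean activation of tested compounds plus 3 SD, cut at about 6.6% in these data, passing the limit was not always enough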;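 further: 100% uses oxytocin at 75 nM as the full agonist control; some results filed as inactive read as strong as hits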
#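 Replication – single well per compound, singlicate · Assay system – CHO cell line stably expressing human OTR · Timing – 6 min pre-incubation, 100 s read · Measure – normalized max/min fluorescence ratio, % activation · Doses – 3.0 µM, one dose · Detection – Fluo-8 calcium dye fluorescence · Probe or stimulus – oxytocin near EC15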
# CHO parental Ca: signal in parental CHO cells, OX1R antagonist counter-screen; parental CHO-K1, ATP-induced calcium, Fluo-8 fluorescence; inhibition, % at 5.6 µM; 0.63% of 330,000 active;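 active means inhibition above that plate's mean sample inhibition plus 3 SD, cut at about 26% in these data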;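 further: 0% = ATP-challenged DMSO wells and 100% = DMSO wells without ATP; some compounds past the cut are filed as inactive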
#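 Test system: untransfected parental CHO cell line. Compound: one dose, 5.6 µM nominal. Detection: intracellular calcium via Fluo-8 no-wash fluorescent dye. Measure: % inhibition. Benchmarks: ATP-challenged DMSO wells low, unchallenged DMSO wells high.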
# TAAR1 ag: agonists of human TAAR1; Q96RJ0; CHO RD-HGA16 TAAR1, Fluo-8 calcium fluorescence; vehicle wells 0%, saturating PEA agonist 100%; activation, % at 3 µM; 0.99% of 360,000 active; AID 624467;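 active means activation above the mean activation of all test compounds in the run plus 3 SD, cut at about 38% in these data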
#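 Test system: RD-HGA16 (CHO) cells co-expressing Gα16 and hTAAR1; dosing: one-point dosing at 3 µM (nominal); timing: 17-24 h seeding, 75 min 37 °C dye, 30 min RT; signal: kinetic Fluo-8 calcium fluorescence; read-out basis: % activation relative to PEA EC100 response; controls: DMSO and PEA EC100; replicates: n 1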
# OXTR ag: agonists of human oxytocin receptor; P30559; CHO-OTR cells, Fluo-8 calcium fluorescence; normalized: DMSO 0%, oxytocin 100%; activation, % at 3 µM; 0.32% of 320,000 active; AID 2435;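 active means activation above the mean of all tested compounds plus 3 SD, cutoff set per screening run, cut at about 20% in these data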;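 further: peak over basal fluorescence ratio from a 100 s FLIPR kinetic read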
# * marks the source's active call; other numbers are inactive results; nt = not tested or not shown.
# Start of the listing, in advance (eight entries):
SMILES,TAAR1 antagonist,V1R ag counter,M1 ag,M1 antag,CHRM1 PAM,OXTR potentiate,CHO parental Ca,TAAR1 ag,OXTR ag
C[N+](C)(C)CCCN(Cc1ccc2c(c1)OCO2)C(=O)NC1CCCCC1,-21,-0.5,-6,-4,5,0,-15,4,0.6
CCOc1ccc2[nH]c(C)c(CN(C)C)c(=O)c2c1,2,0.8,-4,2,2,-2,1,5,0.1
Cc1cccc(C(=O)Nc2ccccc2C(=O)OCC(=O)Nc2ccc(C#N)cc2)c1,58*,2.5,-3,8,-6,-4,-12,10,-0.1
Cc1ccc(C2/C(=C(/O)c3cnn(-c4ccccc4)c3C)C(=O)C(=O)N2CCN2CCOCC2)o1 (configuration not stated),2,1.2,-1,0,-2,-4,-10,3,1.5
COc1cc(C(=O)NCCc2ccc(F)cc2)c([N+](=O)[O-])cc1OC,7,0.8,-5,1,-3,-6,4,3,-1.4
CCc1nnc(NC(=O)CSc2nc3c([nH]c4ccccc43)c(=O)n2CCOC)s1,2,-0.6,-2,-3,6,-1,-11,0,0.5
CCOc1ccc(NC(=O)CN(C)C(=O)c2cccc(S(=O)(=O)N3CCCC3)c2)cc1OCC,-25,nt,-6,7,-2,nt,nt,1,nt
COc1cccc(C(=O)N/N=C(\C)CC(=O)Nc2ccc(N(C)C)cc2)c1,6,0.5,-1,-16,17,3,-11,0,-1.1

# This part in full, previewed entries included:
SMILES,TAAR1 antagonist,V1R ag counter,M1 ag,M1 antag,CHRM1 PAM,OXTR potentiate,CHO parental Ca,TAAR1 ag,OXTR ag
C[N+](C)(C)CCCN(Cc1ccc2c(c1)OCO2)C(=O)NC1CCCCC1,-21,-0.5,-6,-4,5,0,-15,4,0.6
CCOc1ccc2[nH]c(C)c(CN(C)C)c(=O)c2c1,2,0.8,-4,2,2,-2,1,5,0.1
Cc1cccc(C(=O)Nc2ccccc2C(=O)OCC(=O)Nc2ccc(C#N)cc2)c1,58*,2.5,-3,8,-6,-4,-12,10,-0.1
Cc1ccc(C2/C(=C(/O)c3cnn(-c4ccccc4)c3C)C(=O)C(=O)N2CCN2CCOCC2)o1 (configuration not stated),2,1.2,-1,0,-2,-4,-10,3,1.5
COc1cc(C(=O)NCCc2ccc(F)cc2)c([N+](=O)[O-])cc1OC,7,0.8,-5,1,-3,-6,4,3,-1.4
CCc1nnc(NC(=O)CSc2nc3c([nH]c4ccccc43)c(=O)n2CCOC)s1,2,-0.6,-2,-3,6,-1,-11,0,0.5
CCOc1ccc(NC(=O)CN(C)C(=O)c2cccc(S(=O)(=O)N3CCCC3)c2)cc1OCC,-25,nt,-6,7,-2,nt,nt,1,nt
COc1cccc(C(=O)N/N=C(\C)CC(=O)Nc2ccc(N(C)C)cc2)c1,6,0.5,-1,-16,17,3,-11,0,-1.1
Cc1ccc(NC(=O)C(=O)NCc2ccc(/C=C(/C#N)C(=O)NCc3cccnc3)o2)cc1,-10,4.5,-11,16,-17,-11,-28,2,7.1
C=CCSC1=C(C#N)C(c2ccccc2OCC)C(C#N)C(=O)N1 (configuration not stated),-17,0.6,0,-36,8,-4,-11,17,-1.0
Cc1cccc(-c2nsc(SCC(=O)NCc3ccco3)n2)c1,0,3.2,0,-9,9,-18,-4,14,-1.3
O=C(NCc1cccc(Cl)c1)C1CCN(c2nnc(N3CCCC3=O)s2)CC1,1,-0.5,-7,-4,5,-4,-19,-1,-0.9
CC(C)CNC(=O)CN(C1CCCCC1)S(C)(=O)=O,-19,-0.4,2,7,-4,-2,-8,3,0.5
CC1(C(=O)Nc2cccc(OC(F)(F)F)c2)Cc2c(-c3cccc(C(F)(F)F)c3)ccnc2O1 (configuration not stated),-44,nt,-1,-14,9,nt,nt,0,nt
COc1cc(NC(=O)COc2ccc(-n3cnnn3)cc2)c(OC)cc1Cl,-11,1.3,-2,-8,12,4,-2,3,1.4
C#CCOCCOCCOCCNc1nc(N2CCN(C(=O)CCCCCCCCCCNC(=O)[C@H](CCCCN)n3cc(C)nn3)CC2)nc(N2CCN(C(=O)CCCCCCCCCCNC(=O)[C@H](CCCN=C(N)N)n3cc(C[C@@H](C)CC)nn3)CC2)n1,nt,6.5,nt,nt,nt,-14,-9,nt,-0.1
Cc1ccc(C)c(OCc2nc3ccccc3[nH]2)c1,16,3.8,-10,-9,5,-2,-19,2,-1.3
Cc1ccc(NC2c3ncccc3C(=O)N2c2ccccc2C)cc1C (configuration not stated),12,0.1,-5,0,2,1,-22,2,-0.1
COC(=O)c1ccccc1CC1Cc2cc3c(cc2C1=O)CCC3 (configuration not stated),23,nt,-7,-1,5,nt,nt,6,nt
CC1CCCCN1CCCNC(=O)Cn1c(=O)c2cccn2c2ccccc21 (configuration not stated),-13,0.4,-8,-2,0,-4,-1,1,0.8
COc1cc(C#N)ccc1OCC(=O)NCCC1=CCCCC1,4,-0.2,-5,-7,4,-3,-9,3,-0.7
CCCNC(=O)C1(C)CCN(C(=O)c2c(Cl)cccc2Cl)C1 (configuration not stated),-9,nt,-5,5,1,nt,nt,1,nt
O=C(NCCO)c1cc2c(s1)CCC2,-8,0.6,1,-19,5,-4,-3,3,-0.1
NNc1nc(N)c2c(n1)-c1ccccc1CC21CCCC1,-19,-1.1,-8,1,-5,-12,-25,21,-1.8
Cc1sc2nc(CSc3n[nH]c(N)n3)[nH]c(=O)c2c1C,3,0.8,-5,-1,6,-5,-15,0,0.3
C#CCOCCOCCOCCNc1nc(N2CCN(C(=O)CCCCCCCCCCNC(=O)[C@H]([C@@H](C)CC)n3cc(CCCCCN)nn3)CC2)nc(N2CCN(C(=O)CCCCCCCCCCNC(=O)[C@H]([C@@H](C)CC)n3cc(CCCCN=C(N)N)nn3)CC2)n1,nt,-0.5,-11,8,-6,-6,5,nt,-0.1
CC(=O)c1cccc(NC(=O)c2cc(=O)[nH]c3ccc(S(=O)(=O)N4CCOCC4)cc23)c1,-18,0.4,-2,-4,0,4,-4,1,1.4
CCOC(=O)c1ccccc1NC1CC(=O)N(c2ccccc2C)C1=O (configuration not stated),11,0.3,-2,10,0,-4,3,10,-1.0
CCN(Cc1ccccc1)C(=O)c1ccc(CS(=O)c2ccccc2C)o1 (configuration not stated),4,3.1,-2,-4,4,-13,-33,4,2.6
COc1ccc(C(=O)OCc2cc(=O)oc3c(C)c(C)ccc23)cc1S(=O)(=O)N1CCOCC1,-4,nt,-4,-14,8,nt,nt,4,nt
Cn1cc(Cl)c(/C=C(\C#N)S(=O)(=O)c2ccccc2)n1,-6,0.3,-4,-9,10,-8,-1,1,1.3
O=C(Nc1ccc(-c2nc3ccccc3s2)cc1)c1cc(-n2cnnc2)ccc1Cl,25,0.7,-3,-4,2,-5,17,6,1.8
O=C(Nc1ncc(Cl)cn1)c1cccs1,-4,1.2,1,-34,6,-19,-4,20,-0.2
O=C(O)c1ccccc1C(=O)NNC(=O)C(c1ccccc1)c1ccccc1,-1,1.1,0,0,0,-14,-15,-1,0.9
Cc1cc(C(=O)CSc2ncn[nH]2)c(C)n1-c1cccc(S(=O)(=O)N2CCOCC2)c1,8,0.5,-10,-2,-3,-6,1,5,1.3
CCOc1ccc(NC(=S)Nc2ccc(Br)cc2Cl)cc1,17,0.0,-5,-4,2,-8,-13,11,-1.1
COc1ccccc1-n1c(C)cc(/C=C2\C(=N)N3N=C(CC(=O)N4CCOCC4)SC3=NC2=O)c1C,1,2.2,-4,-3,1,-8,-13,0,0.0
Nc1ccc(-c2nc3ccccc3o2)cc1,-16,2.0,-1,-7,10,-10,-4,5,1.1
COc1ccccc1NC(=O)COC(=O)c1c(C)nn(-c2ccccc2)c1C,39,2.2,-2,8,-8,-4,-29,7,0.6
CCC1Oc2ccccc2N(CC(=O)NCCCN2CCCC2)C1=O (configuration not stated),-27,0.6,-5,4,1,3,-9,23,1.0
C#CCn1c(O)c(N=NC(=O)C(O)c2ccccc2)c2ccccc21 (configuration not stated),-17,-0.6,-1,-15,19,-4,-16,3,-0.2
COc1ccc(CNC2=CC(=O)CC(C)(C)C2)cc1,-7,-0.5,-7,9,-5,-2,-3,7,0.5
COc1ccc(C(C(=O)NCC2CCCO2)N(C(=O)Cn2nnc3ccccc32)c2ccc(NC(C)=O)cc2)cc1 (configuration not stated),8,0.6,-1,3,1,1,1,-2,1.3
CC(=O)NC1=NN(C(C)=O)C2(S1)C(=O)N(CC(C)C)c1ccc(C)cc12 (configuration not stated),7,0.3,-3,-11,5,-3,-5,5,0.8
COc1cc(F)ccc1-c1cc(C(=O)Nc2ccc(NC(C)=O)cc2)[nH]n1,26,nt,-2,-4,-2,nt,nt,6,nt
Nc1ccc(C(=O)N/N=C\C=C\c2cccc([N+](=O)[O-])c2)cc1,-8,1.1,-1,4,3,-7,-2,20,1.1
COc1ccc(S(=O)(=O)N2CCN(C(=O)NC3CCCCC3)CC2)cc1,11,0.9,-6,-7,8,0,-16,0,0.6
CC(C)C[C@H]1CN=C(Nc2ccccc2)N1CC1CCC1,-2,0.8,-10,9,-3,3,-21,5,1.1
C=CCN1CCOc2ccc(C)cc2S1(=O)=O,-3,nt,-3,2,0,nt,nt,10,nt
COc1ccc(Cc2nnc(NC(=O)Nc3ccccc3F)s2)cc1OC,0,-0.8,-4,-10,5,-2,-20,2,0.1
CC(C)=CC(=O)N1CCCC(N2CCN(c3ccccc3C)CC2)C1 (configuration not stated),-2,-0.2,-5,-14,9,1,-8,1,-0.9
O=S(=O)(NCC1CCCO1)c1ccc(Cl)c(C(F)(F)F)c1 (configuration not stated),14,-0.3,-3,-1,0,-8,-11,0,-0.3
COc1ccc(N(C)S(=O)(=O)c2cccc(C(=O)NCC3CCCCC3)c2)cc1,-10,nt,-5,-7,0,nt,nt,3,nt

# Look-ups from the list:
# `Nc1ccc(-c2nc3ccccc3o2)cc1` – M1 antag: -7
# `O=C(NCCO)c1cc2c(s1)CCC2` – V1R ag counter: 0.6

# Screening results as filed in PubChem.
